# PRMT1 FP inh: inhibitors of human PRMT1 | AID 652257 | recombinant PRMT1, activity-based probe fluorescence polarization | hit rate 1.3% among 370,000 | inhibition, % at 2.79 µM | Q99873;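 active = inhibition above about 21% made by adding two undisclosed values, limit read from the data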
# Target sequence (Q99873 whole entry, looked up): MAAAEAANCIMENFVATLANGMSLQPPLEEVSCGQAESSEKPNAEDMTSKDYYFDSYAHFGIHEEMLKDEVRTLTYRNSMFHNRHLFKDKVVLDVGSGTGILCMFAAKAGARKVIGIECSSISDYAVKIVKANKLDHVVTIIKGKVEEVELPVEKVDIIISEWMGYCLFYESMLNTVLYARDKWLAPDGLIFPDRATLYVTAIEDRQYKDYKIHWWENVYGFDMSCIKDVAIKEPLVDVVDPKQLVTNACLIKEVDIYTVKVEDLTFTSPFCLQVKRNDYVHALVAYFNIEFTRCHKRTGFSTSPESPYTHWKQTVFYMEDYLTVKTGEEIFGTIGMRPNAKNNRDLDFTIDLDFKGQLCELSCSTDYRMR
# SIAE inh: inhibitors of human sialic acid acetylesterase SIAE; Q9HAT2; SIAE FP-Rh probe binding, fluorescence polarization; inhibition, % at 9.66 µM; hit rate 0.69% among 370,000; AID 1053197;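 active = inhibition above a cutoff: mean of compounds within the control limits plus 3 SD of those, cut at about 17% in these data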;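 also: 0% = plate median of compound wells and 100% = probe without SIAE protein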
# Target sequence (Q9HAT2 whole entry, looked up): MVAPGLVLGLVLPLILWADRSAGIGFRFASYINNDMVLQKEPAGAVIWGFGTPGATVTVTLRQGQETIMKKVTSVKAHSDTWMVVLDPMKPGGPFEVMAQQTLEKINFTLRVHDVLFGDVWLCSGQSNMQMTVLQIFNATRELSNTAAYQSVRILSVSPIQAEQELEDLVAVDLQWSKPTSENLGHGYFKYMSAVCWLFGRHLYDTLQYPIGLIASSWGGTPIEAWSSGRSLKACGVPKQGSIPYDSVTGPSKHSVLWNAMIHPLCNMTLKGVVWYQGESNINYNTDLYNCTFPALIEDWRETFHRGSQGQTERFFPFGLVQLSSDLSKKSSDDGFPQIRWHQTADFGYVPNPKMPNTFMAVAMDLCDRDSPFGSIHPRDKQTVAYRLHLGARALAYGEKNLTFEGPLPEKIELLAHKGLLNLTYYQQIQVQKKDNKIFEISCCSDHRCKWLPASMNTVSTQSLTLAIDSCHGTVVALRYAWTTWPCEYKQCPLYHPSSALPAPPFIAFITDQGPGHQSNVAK
# PG9 binder: binds the HIV-1 gp120 antibody PG9; TR-FRET gp120-PG9 antibody binding; inhibition, % at 6.7 µM; hit rate 0.43% among 360,000; AID 624416; in the data active = inhibition above about 8.5%
# rCAG binder: molecules binding r(CAG) RNA repeats | inhibition, % at 3 µM | r(CAG) RNA repeat, TO-PRO-1 dye displacement fluorescence | AID 651821 | hit rate 1.3% among 370,000;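 active = inhibition above the plate cutoff, the mean of all test compounds on that plate plus 3 SD, cut at about 35% in these data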;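 also: 0% = DMSO alone and 100% = 100 µM mitoxantrone as full dye displacement; higher means more dye released from RNA so lower well fluorescence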
# NR1D1 modulator: modulates human Rev-erb alpha binding to DNA | hit rate 0.79% among 370,000 | Rev-erbα–FITC-DNA binding, fluorescence polarization, 90 min | activity, % at 10 µM;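 active = activity above about 14%, limit read from the data; passing the limit was not always enough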;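 also: 0% = DMSO wells with 35 nM protein and 100% = DMSO wells with 750 nM protein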
# TDP2 absorb: blocks human TDP2 phosphodiesterase activity. inhibition, % at 12.8 µM. O95551. AID 720702. recombinant TDP2, T5PNP hydrolysis, p-nitrophenol absorbance 415 nm. hit rate 0.34% among 370,000;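 active = inhibition above the mean of all tested compounds plus 3 SD, set per campaign, cut at about 25% in these data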;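 also: 0% = DMSO with enzyme and 100% = buffer with substrate but no TDP2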
#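 Test system: Human TDP2 enzyme | Reagent: 5 mM T5PNP | Compound dosing: 12.8 µM single point, 1% DMSO | Incubation: Enzyme reaction with compound for 2 h at 37 °C | Technique: p-Nitrophenol epi absorbance | Read-out: % inhibition relative to enzyme-containing and enzyme-free wells | Benchmarks: High control without enzyme, low control DMSO plus TDP2 | Replicates: Singlicate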
# mABHD4 FP: ABHD4 (mouse) inhibition, primary FP screen. Q8VD66. purified mABHD4, FP-Rh probe fluorescence polarization. inhibition, % at 8.92 µM. hit rate 0.54% among 370,000. AID 720543;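 active = inhibition exceeding the mean over every tested compound plus 3 SD, cut at about 30% in these data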;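 also: 0% = plate median of compound wells and 100% = S159A mutant with DMSO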
#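 Doses – 8.92 µM, single dose · Material – wild-type mouse ABHD4 protein · Replication – single well per compound (singlicate) · Measure – percent inhibition of probe binding, normalized to plate controls · Schedule – 45 min compound pre-incubation plus 60 min probe step, 25 °C · Detection – fluorescence polarization with parallel and perpendicular emission, 525/598 nm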
# LEDGF integ inh: blocks HIV-1 LEDGF/p75-dependent DNA integration. hit rate 0.64% among 370,000. TR-FRET IN-LEDGF/p75 DNA integration, Eu/Cy5. inhibition, % at 3.7 µM;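 active = inhibition above the screen-wide mean plus 3 SD, cut at about 13% in these data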;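 also: signal is the Cy5 over europium emission ratio at 671 and 618 nm; 0% = plate median of compound wells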
# TCR CD3 inh: human TCR-CD3 binding inhibition. TAMRA-labeled TCR probe fluorescence, biochemical. AID 651800. inhibition, % at 9.4 µM. hit rate 0.37% among 360,000; in the data active = inhibition above about 19%;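 also: recombinant mutant TCR 2C K166C tagged with TAMRA read by polarization; 0% = receptor in buffer alone and 100% = receptor with positive control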
# HTRA1 inh: inhibitors of human serine peptidase HTRA1; Q92743; recombinant HTRA1, FP-rhodamine activity-based probe, fluorescence polarization; inhibition, % at 5.96 µM; hit rate 0.5% among 340,000; AID 504803; in the data active = inhibition above about 36%;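 also: 0% = enzyme with DMSO and 100% = wells lacking enzyme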
# * hit, by the source's call; . = not tested or not shown. Some of the compounds tested, so the mix of outcomes need not match the whole.
SMILES,PRMT1 FP inh,SIAE inh,PG9 binder,rCAG binder,NR1D1 modulator,TDP2 absorb,mABHD4 FP,LEDGF integ inh,TCR CD3 inh,HTRA1 inh
O=C(CC1C(=O)NCCN1Cc1ccccn1)NCCc1ccccc1F (configuration not stated),-1,0,-0.1,3,1,-9,-15,2,-1,-3
CC(C)C[C@H]1CNC(=O)C(=O)N1CC1CCN(CC2CCC(C)CC2)CC1 (some centres not stated),4,4,-1.8,-2,-1,-3,0,-7,-4,.
COc1cc(S(=O)(=O)N2CCC(N3CCCCC3)CC2)ccc1-n1cnnn1,2,-1,0.9,3,-6,1,5,1,-3,3
Cc1ccc(/C=N/NC(=O)c2cc(-c3ccncc3)nc3ccccc23)o1,-2,5,-5.9,2,-3,-5,0,0,8,-11
CN(C)C(=O)c1cccc(-c2cccc(-c3nc(C(=O)NCc4ccccc4)cc4c3[C@H](CCO)N(S(=O)C(C)(C)C)C4)c2)c1 (some centres not stated),0,-12,-1.6,12,-5,-11,-2,-2,3,.
Cc1ccc(NC(=O)Cn2nnc(C(=O)NCc3cccs3)c2N)cc1F,-2,2,-1.3,6,-3,2,-2,2,4,-7
CC1CCN(C(=O)COC(=O)c2ccccc2NC(=O)c2ccco2)CC1,-1,-18,2.1,-8,1,-3,-7,0,3,-8
C=CCNC(=O)CSc1ccc(Cl)cc1,1,1,-0.7,0,6,-3,0,0,2,6
O=C(COC(=O)CNC(=O)c1cccc([N+](=O)[O-])c1)Nc1nc2ccccc2s1,-1,-8,0.8,6,2,-5,-5,0,-2,-8
NS(=O)(=O)c1ccc2ccccc2c1,6,-7,0.1,-1,-5,-4,5,-5,-1,3

# Grouped by structure: the entries above containing four or more nitrogen atoms (6)
SMILES,PRMT1 FP inh,SIAE inh,PG9 binder,rCAG binder,NR1D1 modulator,TDP2 absorb,mABHD4 FP,LEDGF integ inh,TCR CD3 inh,HTRA1 inh
O=C(CC1C(=O)NCCN1Cc1ccccn1)NCCc1ccccc1F (configuration not stated),-1,0,-0.1,3,1,-9,-15,2,-1,-3
COc1cc(S(=O)(=O)N2CCC(N3CCCCC3)CC2)ccc1-n1cnnn1,2,-1,0.9,3,-6,1,5,1,-3,3
Cc1ccc(/C=N/NC(=O)c2cc(-c3ccncc3)nc3ccccc23)o1,-2,5,-5.9,2,-3,-5,0,0,8,-11
CN(C)C(=O)c1cccc(-c2cccc(-c3nc(C(=O)NCc4ccccc4)cc4c3[C@H](CCO)N(S(=O)C(C)(C)C)C4)c2)c1 (some centres not stated),0,-12,-1.6,12,-5,-11,-2,-2,3,.
Cc1ccc(NC(=O)Cn2nnc(C(=O)NCc3cccs3)c2N)cc1F,-2,2,-1.3,6,-3,2,-2,2,4,-7
O=C(COC(=O)CNC(=O)c1cccc([N+](=O)[O-])c1)Nc1nc2ccccc2s1,-1,-8,0.8,6,2,-5,-5,0,-2,-8

# In the list so far, these have fluorine.
SMILES,PRMT1 FP inh,SIAE inh,PG9 binder,rCAG binder,NR1D1 modulator,TDP2 absorb,mABHD4 FP,LEDGF integ inh,TCR CD3 inh,HTRA1 inh
O=C(CC1C(=O)NCCN1Cc1ccccn1)NCCc1ccccc1F (configuration not stated),-1,0,-0.1,3,1,-9,-15,2,-1,-3
Cc1ccc(NC(=O)Cn2nnc(C(=O)NCc3cccs3)c2N)cc1F,-2,2,-1.3,6,-3,2,-2,2,4,-7

# The list goes on:
SMILES,PRMT1 FP inh,SIAE inh,PG9 binder,rCAG binder,NR1D1 modulator,TDP2 absorb,mABHD4 FP,LEDGF integ inh,TCR CD3 inh,HTRA1 inh
Cc1cc(C)n(-c2cc(N3CCN(C(=O)c4cccc(Br)c4)CC3)ccc2[N+](=O)[O-])n1,0,-1,1.2,1,3,1,3,0,-3,-15
COCCNC(=O)CSc1ccccc1C(=O)NC1CCSc2ccccc21 (configuration not stated),16,-3,0.5,1,4,4,4,-2,-3,-8
CNc1snc(C)c1C(=O)OC(C)C(=O)Nc1cccc(OC)c1 (configuration not stated),0,-2,0.5,5,-2,7,8,-2,5,-4
O=C1NC(Cc2ccc(O)cc2)c2nc3cc(F)ccc3c(=O)n2-c2cc3ccccc3cc21 (configuration not stated),-1,-25,-1.7,11,8,-3,-31,0,-1,-68
O=C(CCl)Nc1cccc(CP(=O)(c2ccccc2)c2ccccc2)c1,5,-5,-1.1,-4,5,-4,-1,1,4,7
O=C(NCC1CCCO1)C1CC(=O)N(C2CCCCCC2)C1 (configuration not stated),-2,-6,-1.4,-2,1,-6,-6,-2,-7,5
CC(C)Oc1ccc(CC2CC(=O)NC2=O)cc1 (configuration not stated),2,3,1.7,2,-6,5,2,-1,-2,6
COc1cccc(NC(=O)C(Sc2nc3ccccc3c(=O)n2CC(C)C)c2ccccc2)c1 (configuration not stated),-3,9,-1.5,9,4,6,0,2,2,-7
Cc1ccc(CNC(=O)c2cc(-c3cc(C)cc(C)c3O)n[nH]2)cc1,10,1,2.4,12,-2,-21,-22,0,0,-43
COc1ccc2oc(C(=O)OCC(=O)N(Cc3ccccc3)C(C)(C)C)c(C)c2c1,-2,-4,-0.9,3,4,4,3,2,4,-30

# Retrieved by structure from the list above (2):
SMILES,PRMT1 FP inh,SIAE inh,PG9 binder,rCAG binder,NR1D1 modulator,TDP2 absorb,mABHD4 FP,LEDGF integ inh,TCR CD3 inh,HTRA1 inh
CC(C)Oc1ccc(CC2CC(=O)NC2=O)cc1 (configuration not stated),2,3,1.7,2,-6,5,2,-1,-2,6
COc1cccc(NC(=O)C(Sc2nc3ccccc3c(=O)n2CC(C)C)c2ccccc2)c1 (configuration not stated),-3,9,-1.5,9,4,6,0,2,2,-7

# Other compounds follow:
SMILES,PRMT1 FP inh,SIAE inh,PG9 binder,rCAG binder,NR1D1 modulator,TDP2 absorb,mABHD4 FP,LEDGF integ inh,TCR CD3 inh,HTRA1 inh
CCN(CC)c1ncnc2c1ncn2[C@H]1CN(Cc2ccc(F)cc2)C[C@@H](CO)O1,2,6,-1.3,-2,-6,-15,-1,1,0,.
CC(=O)CSc1ncnc2sc3c(c12)CCC3,-5,6,-1.9,0,-6,7,0,4,-1,1
O=C(/C=C/c1ccccc1)c1c[nH]c2ccccc12,-5,13,-2.1,8,0,8,-8,1,-2,-30
O=S1(=O)NC(=NCC(c2ccco2)N2CCCCC2)c2ccccc21 (configuration not stated),-2,-1,0.2,1,-4,2,2,-1,-4,0
COCCCn1c(-c2ccco2)nc2ccccc2c1=O,-2,-4,-0.1,0,4,-2,-3,-1,6,5
CCOc1cc(/C=N/NC(=O)c2nn(C)cc2Br)ccc1OCc1ccccc1Cl,2,-25,0.6,-3,-4,3,5,0,0,-15
CCOc1ccc(C(=O)Cn2cnc3ccccc3c2=O)cc1,-2,0,-2.2,4,5,3,2,3,-3,-14
COc1cc(CN2CCC(Cc3ccccc3)CC2)cc([N+](=O)[O-])c1O,1,8,-1.9,1,8,16,11,-1,2,-2
O=C(Cc1c[nH]c2ccccc12)Nc1ccc(Nc2cccnc2)c(-c2cccc(Cl)c2)c1,-4,9,-0.7,15,-2,4,18,0,-4,.
COc1cccc(NC(=O)c2nn(C)c(C(=O)Nc3cccc(OC)c3)c2[N+](=O)[O-])c1,-1,-11,-1.2,7,0,-14,-6,2,-6,-24
COc1ccc(C(CNC(=O)c2cc(S(=O)(=O)N3CCCC3)ccc2Cl)N2CCCC2)cc1 (configuration not stated),1,1,1.8,6,-4,-13,-1,-3,-4,5
CC(C)c1nc2sc3c(NCc4ccco4)ncnc3c2c2c1COC(C)(C)C2,6,-7,0.6,9,1,-15,-16,7,3,-18
Cc1cc(C)nc(/N=C(\N)Nc2ccc(CC(=O)OC(C)C)cc2)n1,2,-9,0.1,16,1,-6,-8,-2,-1,4
Cc1cc(C)cc(NC(=O)CSc2nc3c(c(=O)n2C)SC(C)C3)c1 (configuration not stated),11,1,1.2,5,-1,-4,5,2,-4,-2
CC1(C(=O)Nc2ccccc2)Cc2c(-c3cccc(C(N)=O)c3)ccnc2O1 (configuration not stated),-7,-3,-1.6,-4,10,-5,-7,1,9,.
COc1ccc(S(=O)(=O)N2CCOCC2)cc1NC(=O)CN1CCCCCC1,1,0,-0.8,-7,-1,-5,-3,4,0,6
COc1ccc(C2CC(c3cccc(C)c3)n3nc(N)nc3N2)cc1 (configuration not stated),1,8,0.4,2,1,2,5,2,-6,-4
Cc1cc(N2CCN(CC(C)(C)O)C[C@H]2C)ccc1N1CCN(CC(C)(C)O)[C@H](C)C1,-6,6,-1.7,-1,-6,4,5,-3,4,.
CCN1C(=NCCOC)N[C@@H](CCc2ccccc2)[C@H](C(=O)OC)[C@H]1C,-1,-1,1.0,-7,3,2,4,1,-4,4
COc1ccc(/C=N/c2nc3ccccc3n2C)cc1OC,-4,4,0.2,-3,-1,7,2,0,4,6
Cc1cc(C)n(/N=C/c2ccc(C(C)C)cc2)c(=O)c1C#N,4,1,-1.7,1,5,-8,7,-7,1,3
CCNc1nc2c(c(=O)n(C)c(=O)n2C)n1Cc1ccc(Cl)cc1,0,11,0.2,0,-8,4,2,-6,-5,-1
COc1cc(CNC(=O)c2nc(Cn3nc(C)c(Br)c3C)no2)cc(OC)c1,0,4,0.7,-5,1,10,-4,-2,2,-14
O=C(NN=C1CCCC1)c1ccccc1O,-2,8,-2.9,6,0,4,7,-1,23*,13
CC(=O)N1CCC(C(=O)Nc2ccc(S(=O)(=O)N3CCCC(C)C3)cc2)CC1 (configuration not stated),-2,-3,-1.4,-3,-6,4,-6,3,2,6
O=C(Nc1cc(=O)[nH]c2ncnn12)c1ccccc1F,0,3,-1.1,-1,-5,4,6,-1,-1,5
COC(=O)c1cccc(N2C(=O)C(Cl)=C(N3CCOCC3)C2=O)c1,13,6,0.2,3,-2,0,2,0,1,2
Cc1nc2ccccc2n1Cc1ccc(Br)cc1,1,-12,0.3,-5,6,11,-2,2,0,-2
CCOc1ccccc1OCCCC(=O)ON=C(N)c1ccccc1,-1,-3,-1.9,-5,-2,1,-3,2,-2,2
CC1(OC(=O)C2CCCC2)C(=O)C=C2C=C(c3ccsc3)N(CCCCO)C=C2C1=O (configuration not stated),6,8,-2.3,-1,-1,22,11,3,-1,9
Cc1cccnc1Nc1ncnc(N)c1[N+](=O)[O-],2,3,0.4,0,-1,14,1,-4,-4,3
O=C(O)COCC(=O)Nc1cc(C(F)(F)F)cc(C(F)(F)F)c1,-3,7,-2.0,-1,3,26*,2,0,1,1
COc1ccc2c(CCNC(=O)c3ccc([N+](=O)[O-])cc3)c[nH]c2c1,-4,13,-0.1,4,1,1,5,-1,2,-1
